Source: PubChem (several laboratories)
Vif imaging = inhibitors of HIV Vif; HEK293T cells, Vif self-association by quenched fluorescence, imaging, 24 h; AID 602346; actives 0.35% (n = 340,000); inhibition, % at 7.49 µM; in the data active means inhibition above about 50%, passing the limit was not always enough; inconclusive means no clear call, values can overlap the other calls; inactive means below about 31%; further: some results filed as inactive read as strong as hits
MC4R antagonist = blocks human MC4R cAMP signaling; P32245; MC4R-expressing cells, MTII-stimulated cAMP, LANCE TR-FRET; inhibition, % at 6.5 µM; actives 0.48% (n = 360,000); AID 540295;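 active means inhibition above its plate's cutoff, the mean of tested wells on that plate plus 3 SD, cut at about 29% in these data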;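 further: 0% = Melanotan II alone and 100% = Melanotan II plus saturating MCL0020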
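System – human MC4R-expressing U2OS cells · Also added – Melanotan II · Dosing – one concentration, 6.5 µM nominal · Timing – 30-min compound, 1-h challenge, 1-h detection, room temperature · Measured by – Eu-cAMP/anti-cAMP TR-FRET, emission 671 nm · Replicates – singlicate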
ABCB6 inh MLPCN = blocks the human ABCB6 transporter. AID 602162. K562-ABCB6 porphyrin accumulation, flow cytometry, 1 h; active compounds read low. Q9NP58. actives 0.19% (n = 360,000). fluorescence ratio to DMSO, % at 10 µM;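 active means fluorescence ratio to DMSO below 75%, the collection mean minus 3 SD; inconclusive means too few cells collected in the well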;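 further: signal is porphyrin accumulated inside mitochondria; 100% equals median channel fluorescence of DMSO control wells; lower ratio means ABCB6 inhibition with less porphyrin fluorescence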
aDG glyco up = increases alpha dystroglycan glycosylation. Pro5-aDG cells, alpha-DG glycosylation AlphaScreen (IIH6); 0% Pro5, 100% B10-LARGE cell signal. activation, % at 10 µM. actives 0.22% (n = 360,000). AID 624168;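 active means activation of at least 8% versus controls, or a plate z-score of at least 8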;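 further: Pro5 are CHO cells carrying HIG-tagged alpha-DG that lacks glycosylation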
TLR9-MyD88 block = TLR9-MyD88 interaction inhibition. actives 0.21% (n = 340,000). inhibition, % at 4.98 µM. Q9NR96+Q99836. CHO BLA complementation TLR9-MyD88, CCF4 FRET ratio;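 active means inhibition above the mean over all tested compounds plus 3 SD, cut at about 21% in these data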;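 further: 0% = DMSO only wells and 100% = clavulanate BLA inhibitor control wells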
Target sequence (Q99836 whole entry, looked up): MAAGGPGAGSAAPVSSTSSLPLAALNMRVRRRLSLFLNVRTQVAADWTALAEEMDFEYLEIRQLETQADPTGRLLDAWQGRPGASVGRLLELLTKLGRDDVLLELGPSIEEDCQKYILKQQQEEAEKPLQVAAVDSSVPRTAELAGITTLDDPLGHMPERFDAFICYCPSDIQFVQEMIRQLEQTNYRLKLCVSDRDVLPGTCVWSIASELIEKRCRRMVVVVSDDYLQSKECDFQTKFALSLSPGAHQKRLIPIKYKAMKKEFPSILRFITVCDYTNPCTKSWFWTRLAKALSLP
Target sequence (Q9NR96 whole entry, looked up): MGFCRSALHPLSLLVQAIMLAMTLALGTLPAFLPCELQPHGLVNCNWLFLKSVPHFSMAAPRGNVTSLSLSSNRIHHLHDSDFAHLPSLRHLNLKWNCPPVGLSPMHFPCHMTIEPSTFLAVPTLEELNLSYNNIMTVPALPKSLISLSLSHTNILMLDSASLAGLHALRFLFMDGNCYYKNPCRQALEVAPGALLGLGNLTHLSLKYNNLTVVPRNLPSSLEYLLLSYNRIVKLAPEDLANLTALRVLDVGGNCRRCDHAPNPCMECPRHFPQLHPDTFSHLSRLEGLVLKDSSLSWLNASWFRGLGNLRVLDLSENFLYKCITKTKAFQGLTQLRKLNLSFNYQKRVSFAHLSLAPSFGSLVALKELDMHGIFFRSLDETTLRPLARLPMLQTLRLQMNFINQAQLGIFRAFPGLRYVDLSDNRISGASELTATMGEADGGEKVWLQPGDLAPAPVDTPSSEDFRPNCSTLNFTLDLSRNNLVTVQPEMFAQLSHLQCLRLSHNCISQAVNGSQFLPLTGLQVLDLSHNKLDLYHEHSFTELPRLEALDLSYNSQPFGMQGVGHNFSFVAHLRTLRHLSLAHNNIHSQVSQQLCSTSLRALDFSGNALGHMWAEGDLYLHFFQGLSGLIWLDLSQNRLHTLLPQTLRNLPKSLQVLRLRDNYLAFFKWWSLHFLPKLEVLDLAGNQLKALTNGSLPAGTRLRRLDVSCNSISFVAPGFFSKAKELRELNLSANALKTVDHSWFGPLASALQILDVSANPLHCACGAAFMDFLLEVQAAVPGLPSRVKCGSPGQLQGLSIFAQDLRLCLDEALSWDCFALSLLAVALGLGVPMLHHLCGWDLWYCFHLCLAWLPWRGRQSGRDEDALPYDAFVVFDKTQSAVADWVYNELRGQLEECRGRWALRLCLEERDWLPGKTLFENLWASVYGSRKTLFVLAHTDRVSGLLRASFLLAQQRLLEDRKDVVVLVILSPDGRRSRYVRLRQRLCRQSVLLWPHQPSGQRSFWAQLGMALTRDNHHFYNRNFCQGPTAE
Exocytosis inh = lytic granule exocytosis inhibition. actives 0.66% (n = 360,000). TALL-104 LAMP-1 surface exposure, flow cytometry; cells stimulated with thapsigargin and PMA. inhibition, % at 10 µM;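 active means inhibition above about 55%, limit read from the data; inconclusive means no clear call, values can overlap the other calls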
Glyco luc inh = N-linked glycosylation inhibition. reporter increase, % at 12.5 µM. D54 ERlucT glycosylation luciferase reporter, 24 h; percent of 100 nM tunicamycin response. actives 0.23% (n = 360,000);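 active means mean luciferase reporter signal, scaled so untreated is 0 and the glycosylation-blocking control 100, at or above a set limit in every replicate; inconclusive means mean reaches the limit but not every replicate does; inactive means mean below the limit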;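 further: luciferase carries N-glycosylation sites so blocking glycosylation raises the light; 0% = median of neutral control wells and 100% = median of 100 nM tunicamycin wells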
MC4R barr agon = human MC4R agonism via beta-arrestin | P32245 | U2OS MC4R beta-arrestin complementation, luminescence; percent of melanotan II response, DMSO zero | activation, % at 8.9 µM | actives 0.98% (n = 360,000) | AID 540308;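 active means activation above a per-plate cutoff, the mean activation of sample wells on that plate plus 3 SD, cut at about 8% in these data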
NOD2 RIPK2 PPI = blocks binding of human NOD2 to RIPK2; O43353; CHO BLA complementation NOD2-RIPK2, CCF4 ratio; inhibition, % at 4.98 µM; actives 0.38% (n = 360,000); AID 624267; in the data active means inhibition above about 21%;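 further: 0% = vehicle only and 100% = reference blocker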
ABHD5 PLIN5 PPI = blocks binding of human ABHD5 to perilipin-5. Q00G26+Q8WTS1. Split G. princeps luciferase complementation, luminescence, 4 h. inhibition, % at 4 µM. actives 0.78% (n = 360,000);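 active means inhibition above the mean inhibition across every tested compound plus 3 SD, cut at about 22% in these data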;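 further: 0% = DMSO only wells and the 100% control is not disclosed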
* = called active by the depositor; u = inconclusive; x = not tested or not shown. The list is partial; rates above refer to the full screens.

nr	Vif imaging	MC4R antagonist	ABCB6 inh MLPCN	aDG glyco up	TLR9-MyD88 block	Exocytosis inh	Glyco luc inh	MC4R barr agon	NOD2 RIPK2 PPI	ABHD5 PLIN5 PPI	structure
1	-20	-1	101	0.3	-2	6	0	1.7	6	7	Cc1ccccc1OCc1nnc(SCC(=O)Nc2ccc(N3CCOCC3)cc2)n1C
2	10	-6	88	0.3	11	0	4	0.3	9	2	O=C1CCCC(O)=C1N=Nc1c(Cl)cc(C(F)(F)F)cc1Cl
3	x	-8	107	-0.2	x	-9	2	-1.4	-12	2	CC(C)C(=O)N1CCCC1(C)C(=O)Nc1ccccc1 (stereo not given)
4	-5	1	88	0.6	1	1	-4	3.8	-14	-4	CC(C)C12CN3CC(C(C)C)(CN(C1)C3c1ccccc1O)C2=O (stereo not given)
5	-12	9	99	0.0	-35	13	1	-1.3	-7	1	O=[N+]([O-])CC(c1ccccc1)P(=O)(c1ccccc1)c1ccccc1 (stereo not given)
6	-1	2	90	0.5	1	13	-1	-1.5	-21	1	CN(C(=O)c1cccc(NC(=O)C2CCCN(C(=O)OC(C)(C)C)C2)c1)C1CCCC1 (stereo not given)
7	-1	-2	95	0.2	-3	-2	1	-1.9	-7	-5	CCCOC(=O)Nc1cc(OC)ccc1[N+](=O)[O-]
8	6	-1	100	-0.1	5	1	1	-1.4	0	3	O=C(c1ccc(N2CCCCC2)c([N+](=O)[O-])c1)N(c1ccccn1)c1ccccn1
9	1	27	101	0.4	-3	-1	1	-0.7	2	1	CCOC(=O)CSc1nc2c(sc(=S)n2-c2ccc(OCC)cc2)c(=O)[nH]1
10	14	-1	107	0.0	5	-2	0	1.4	-10	-16	O=c1c2ccccc2nc(SCc2nc(-c3ccccc3)no2)n1-c1ccc(F)cc1
11	-2	8	96	-0.1	6	4	0	1.5	1	-14	O=C(Cc1ccccc1)NC(=S)Nc1ccc(OC(F)F)cc1
12	1	10	102	0.0	1	12	3	-0.8	5	-4	COc1ccc(Cl)cc1C(=O)NC1CC(C)(C)NC(C)(C)C1
13	0	7	99	0.1	-1	-9	0	-2.5	-9	4	Cc1ccc(C(=O)Nc2ccncc2)cc1[N+](=O)[O-]
14	2	-1	100	0.0	-15	3	0	-2.7	5	13	CCOC(=O)c1ccc(N2C(=O)c3n[nH]c(C)c3C2c2cccnc2)cc1 (stereo not given)
15	-1	-1	88	0.0	-6	4	2	-0.4	-4	10	Cn1cccc1C(=O)OCC(=O)NNC(=O)c1ccc([N+](=O)[O-])cc1
16	-9	6	97	2.1	10	0	-4	-1.9	0	-4	CCC(=O)c1cc(F)c(N2CCN(C(=O)Cc3ccccc3)CC2)cc1C
17	-2	15	96	-0.1	-6	-2	-1	0.2	6	-5	CCC(CC)c1ncc[nH]1
18	4	4	93	0.2	2	-2	6	5.3	-8	9	CC(CC(=O)N(CCC1=CCCCC1)c1c(N)n(Cc2ccccc2)c(=O)[nH]c1=O)c1ccccc1 (stereo not given)
19	0	9	98	-0.1	-13	1	0	0.6	0	4	CCc1cccc(Nc2cc(C)nc3ncnn23)c1
20	3	-1	99	0.1	7	-1	2	-3.3	-3	-7	S=c1[nH]nc(COc2ccccc2)n1/N=C/c1cccnc1
21	-1	13	99	0.1	x	-2	0	-1.5	-17	-2	COc1nc(C)nc(C)c1Oc1ccc(Cl)cc1Cl
22	4	17	98	0.3	x	2	-1	-0.1	-12	-3	CCc1nc2ccc(C(=O)Nc3cc(-c4ccccc4)ccc3OC)cn2c1N(C)Cc1ccc(Cl)cc1
23	3	25	95	0.1	-2	-2	6	-1.4	4	0	C=CCN(c1ccccc1OC)S(=O)(=O)c1cccc(C(=O)OC2CCOC2=O)c1 (stereo not given)
24	-7	20	98	0.0	-10	-3	-3	-1.1	4	-29	Cn1c2ccccc2c2cc(C(=O)N3CCN(CCO)CC3)sc21
25	0	-2	100	0.5	-7	2	1	2.1	3	-4	Cc1ccc(S(=O)(=O)Oc2ccc(/C=C(/NC(=O)c3ccccc3)C(=O)O)cc2)cc1
26	7	12	99	0.1	6	2	0	0.2	7	-2	CC(C)OCCCNC(=O)c1ccc2c(=O)n(Cc3ccc4c(c3)OCO4)c(=S)[nH]c2c1
27	2	10	97	0.1	10	3	-2	-1.5	0	-11	O=C(OCc1ccc(F)cc1)c1cc(S(=O)(=O)N2CCCCC2)ccc1N1CCOCC1
28	-2	5	103	-0.4	-8	7	-1	-0.6	4	1	CC(=O)Nc1ccc(C(=O)COC(=O)c2cccs2)c(F)c1
29	-21	12	99	0.7	4	1	-12	-4.2	2	-3	C/C(=N\NC(=O)c1nnn(-c2nonc2N)c1CN(C)c1ccccc1)c1ccccn1
30	-3	10	94	0.1	-3	0	-3	-3.9	-7	-1	CC(C)Oc1ccc(S(=O)(=O)N2CCOCC2)cc1NC(=O)Cc1c(F)cccc1Cl
31	-12	10	99	0.0	-2	-6	0	0.1	-1	4	CSc1nnc(-c2ccc(Br)s2)n1C
32	-6	-4	86	0.3	5	-3	-1	1.7	-23	4	Cc1ccccc1Nc1nc(N)nc(CSCc2c(C)noc2C)n1
33	-1	-1	96	0.2	-15	0	-2	-0.5	7	-3	Nc1ncncc1-c1ccccc1Cl
34	34	14	100	0.2	-2	13	0	0.1	0	1	COC(=O)C(Cc1ccc(O)cc1)NC(=O)C(C)Oc1ccccc1 (stereo not given)
35	-7	13	95	0.2	-11	0	5	0.0	-9	-8	CC1CCN(C(=O)CSc2ccc(-c3ccc(F)cc3)nn2)CC1
36	0	2	92	-0.2	-1	0	4	-0.7	3	-9	O=C(O)CCc1ccc(-c2ccccc2)n1NC(=O)c1ccco1
37	-6	3	99	0.2	4	2	0	-2.4	-5	-1	O=C(O)C(=Cc1ccc([N+](=O)[O-])cc1)c1cccc(Cl)c1
38	-1	9	106	0.1	4	4	0	-2.9	5	4	CCCC(C(=O)N(C)CC(=O)Nc1ccc(N2CCOCC2)cc1)c1ccccc1 (stereo not given)
39	-4	-3	94	0.0	-7	-2	0	-0.1	-6	-8	O=C(NCCN1CCOCC1)c1cc(-c2ccc(Cl)cc2Cl)on1
40	-2	20	98	3.5	3	66*	-11	4.5	2	18	Cc1ccc2sc(N(CCCN(C)C)C(=O)c3ccc(S(=O)(=O)N(C)Cc4ccccc4)cc3)nc2c1C

Sorted by molecular weight (highest first): 14 of the compounds above.
nr	Vif imaging	MC4R antagonist	ABCB6 inh MLPCN	aDG glyco up	TLR9-MyD88 block	Exocytosis inh	Glyco luc inh	MC4R barr agon	NOD2 RIPK2 PPI	ABHD5 PLIN5 PPI	structure
22	4	17	98	0.3	x	2	-1	-0.1	-12	-3	CCc1nc2ccc(C(=O)Nc3cc(-c4ccccc4)ccc3OC)cn2c1N(C)Cc1ccc(Cl)cc1
27	2	10	97	0.1	10	3	-2	-1.5	0	-11	O=C(OCc1ccc(F)cc1)c1cc(S(=O)(=O)N2CCCCC2)ccc1N1CCOCC1
25	0	-2	100	0.5	-7	2	1	2.1	3	-4	Cc1ccc(S(=O)(=O)Oc2ccc(/C=C(/NC(=O)c3ccccc3)C(=O)O)cc2)cc1
23	3	25	95	0.1	-2	-2	6	-1.4	4	0	C=CCN(c1ccccc1OC)S(=O)(=O)c1cccc(C(=O)OC2CCOC2=O)c1 (stereo not given)
38	-1	9	106	0.1	4	4	0	-2.9	5	4	CCCC(C(=O)N(C)CC(=O)Nc1ccc(N2CCOCC2)cc1)c1ccccc1 (stereo not given)
39	-4	-3	94	0.0	-7	-2	0	-0.1	-6	-8	O=C(NCCN1CCOCC1)c1cc(-c2ccc(Cl)cc2Cl)on1
32	-6	-4	86	0.3	5	-3	-1	1.7	-23	4	Cc1ccccc1Nc1nc(N)nc(CSCc2c(C)noc2C)n1
35	-7	13	95	0.2	-11	0	5	0.0	-9	-8	CC1CCN(C(=O)CSc2ccc(-c3ccc(F)cc3)nn2)CC1
24	-7	20	98	0.0	-10	-3	-3	-1.1	4	-29	Cn1c2ccccc2c2cc(C(=O)N3CCN(CCO)CC3)sc21
36	0	2	92	-0.2	-1	0	4	-0.7	3	-9	O=C(O)CCc1ccc(-c2ccccc2)n1NC(=O)c1ccco1
28	-2	5	103	-0.4	-8	7	-1	-0.6	4	1	CC(=O)Nc1ccc(C(=O)COC(=O)c2cccs2)c(F)c1
37	-6	3	99	0.2	4	2	0	-2.4	-5	-1	O=C(O)C(=Cc1ccc([N+](=O)[O-])cc1)c1cccc(Cl)c1
21	-1	13	99	0.1	x	-2	0	-1.5	-17	-2	COc1nc(C)nc(C)c1Oc1ccc(Cl)cc1Cl
31	-12	10	99	0.0	-2	-6	0	0.1	-1	4	CSc1nnc(-c2ccc(Br)s2)n1C

(further entries)
nr	Vif imaging	MC4R antagonist	ABCB6 inh MLPCN	aDG glyco up	TLR9-MyD88 block	Exocytosis inh	Glyco luc inh	MC4R barr agon	NOD2 RIPK2 PPI	ABHD5 PLIN5 PPI	structure
41	-4	0	98	0.0	-8	8	-1	2.2	-6	0	CCCCCCCCNS(=O)(=O)CCNCc1ccccc1OC
42	24	14	102	0.1	4	-2	2	-0.6	-13	-1	CCOC(=O)c1c(C)[nH]c(C)c1C(=O)COC(=O)CNC(=O)c1ccc(OCC)cc1
43	14	-11	90	-0.2	-11	2	2	-3.1	-6	-5	O=Cc1ccccc1OCc1nnsc1Cl
44	11	-5	102	-0.3	-4	0	-1	1.9	3	1	CC1(CCC(=O)N2CCCC(Nc3ccc(F)cc3)C2)CC1 (stereo not given)
45	0	1	98	0.4	-5	-9	-5	-2.6	-5	-4	O=C(Nc1ccccc1)C1=C[C@H](c2ccc(Br)cc2)C[C@H](OCc2ccc(CO)cc2)O1
46	-8	0	99	-0.1	-3	-20	0	0.3	12	-3	Cc1ccc(NC(=O)Cn2c(=O)c3cccn3c3ccccc32)c(C)c1
47	7	3	90	0.0	3	-1	0	0.6	3	2	CCn1nnnc1SCC(=O)Nc1cc(C)on1
48	-10	10	96	0.2	4	12	0	1.9	8	-6	CN(C)C(CNC(=O)CSc1nnc(-c2ccco2)o1)c1ccccc1 (stereo not given)
49	6	22	103	0.0	-9	-6	2	0.5	-3	4	COCCCN1C(=O)N(c2ccc(F)cc2)C(=O)C1CC(=O)Nc1ccccc1 (stereo not given)
50	17	3	102	0.2	-5	-8	1	-1.4	3	-15	Cc1ccc(NC(=O)C(c2ccccc2)N2CCN(CC(=O)NC3CC3)CC2)cc1 (stereo not given)
51	-6	5	98	-0.2	5	-5	-3	-1.7	-13	-6	COc1ccc(S(=O)(=O)Cc2ccc(C(=O)NC3CCC(C)CC3)o2)cc1 (stereo not given)
52	-8	13	91	-0.1	1	1	-1	0.8	4	3	COCc1nnc(NC(=O)c2ccc(S(=O)(=O)N3CCCCCC3)cc2)o1
53	u	-4	98	-0.3	8	-2	7	-2.5	-4	4	COc1cc(-c2nc3ccccn3c2NCC2CCCO2)ccc1O (stereo not given)
54	-5	2	96	-0.5	2	3	2	-0.3	-6	0	C/C(=N\O)c1c(C)c2ccccc2n1C
55	0	-2	93	0.0	-6	-5	-3	15*	1	-6	O=C(Nc1ccc2c(c1)OCO2)c1cc2n(n1)C(C(F)(F)F)CC(c1ccccc1)N2 (stereo not given)
